PREPL inh: human PREPL enzyme inhibition | Q4J6C6 | recombinant PREPL, fluorescence polarization activity-based probe | inhibition, % at 5.96 µM | hit rate 0.68% among 320,000; in the data active = inhibition above about 43%;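 also: 0% = enzyme with DMSO and 100% = wells lacking enzyme; many of its hits are not listed in these tables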
GSTO1 inh: counter-screen for RBBP9 inhibitors: inhibitors of human GSTO1; P78417; recombinant GSTO1, activity-based probe fluorescence polarization; inhibition, % at 5.96 µM; hit rate 1.1% among 300,000; AID 1974;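 active = inhibition above the campaign mean inhibition plus 3 SD, cut at about 35% in these data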;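 also: 0% = GSTO1-1 with DMSO and 100% = wells lacking GSTO1-1 enzyme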
Target sequence (P78417 whole entry, looked up): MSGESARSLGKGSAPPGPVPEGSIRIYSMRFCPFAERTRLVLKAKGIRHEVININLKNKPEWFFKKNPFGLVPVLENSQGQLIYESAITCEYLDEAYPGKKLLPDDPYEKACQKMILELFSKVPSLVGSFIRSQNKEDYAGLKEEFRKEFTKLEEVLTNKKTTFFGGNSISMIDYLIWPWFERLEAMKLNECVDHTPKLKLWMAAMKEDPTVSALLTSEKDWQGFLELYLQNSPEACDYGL
PAFAH1B3 FP inh: blocks human PAF acetylhydrolase 1B catalytic subunit 3; recombinant PAFAH1B3, FP-rhodamine probe, fluorescence polarization; inhibition, % at 3.39 µM; hit rate 0.28% among 340,000; AID 492972;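 active = inhibition above the screen-wide average of all tested compounds plus 3 SD, cut at about 25% in these data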;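 also: 0% = enzyme with DMSO only and 100% = wells lacking PAFAH1B3 protein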
Target sequence (Q15102 whole entry, looked up): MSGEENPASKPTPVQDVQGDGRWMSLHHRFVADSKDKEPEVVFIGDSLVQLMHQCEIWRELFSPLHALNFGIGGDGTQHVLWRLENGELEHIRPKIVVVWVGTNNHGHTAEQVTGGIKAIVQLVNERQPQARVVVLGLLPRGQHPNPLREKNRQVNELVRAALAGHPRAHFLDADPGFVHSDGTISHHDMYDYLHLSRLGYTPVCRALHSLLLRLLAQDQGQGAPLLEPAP
PAFAH1B2 FP inh: blocks human PAF acetylhydrolase 1b catalytic subunit 2 | inhibition, % at 3.39 µM | P68402 | recombinant PAFAH1B2, FP-rhodamine activity probe, fluorescence polarization | hit rate 1.2% among 340,000 | AID 492953;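 active = inhibition above the mean of all tested compounds plus 3 SD, cut at about 24% in these data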;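 also: 0% = enzyme with DMSO and 100% = wells lacking PAFAH1B2; many of its hits are not listed in these tables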
pPAFAH FP inh: pPAFAH (human) enzyme inhibition | inhibition, % at 3.39 µM | recombinant pPAFAH, FP-rhodamine probe fluorescence polarization | Q13093 | AID 463082 | hit rate 1.5% among 330,000;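 active = inhibition above the mean inhibition across the screen plus 3 SD, cut at about 25% in these data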;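 also: inhibitors block binding of the rhodamine activity-based probe so polarization drops; 0% = enzyme with DMSO and 100% = wells lacking pPAFAH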
Target sequence (Q13093 whole entry, looked up): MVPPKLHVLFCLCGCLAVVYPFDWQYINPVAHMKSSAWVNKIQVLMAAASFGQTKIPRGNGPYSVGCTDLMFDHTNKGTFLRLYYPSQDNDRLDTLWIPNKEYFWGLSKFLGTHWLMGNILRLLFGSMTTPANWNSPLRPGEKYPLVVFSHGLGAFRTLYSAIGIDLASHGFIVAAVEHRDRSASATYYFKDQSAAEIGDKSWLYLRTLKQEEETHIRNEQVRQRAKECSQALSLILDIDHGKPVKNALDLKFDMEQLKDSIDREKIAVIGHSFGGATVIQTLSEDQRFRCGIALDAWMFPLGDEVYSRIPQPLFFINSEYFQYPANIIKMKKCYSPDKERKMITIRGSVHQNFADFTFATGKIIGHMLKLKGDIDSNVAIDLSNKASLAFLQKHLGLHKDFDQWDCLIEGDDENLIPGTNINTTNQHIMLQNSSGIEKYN
LYPLA2 inh: counter-screen for PME1 inhibitors: inhibitors of human LYPLA2; hit rate 0.38% among 320,000; recombinant LYPLA2, FP-Rh probe fluorescence polarization; inhibition, % at 5.9 µM; AID 2177; O95372;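 active = inhibition above the screen-wide mean plus 3 SD, limit set per campaign, cut at about 26% in these data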;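 also: 0% = LYPLA2 with DMSO and 100% = wells lacking LYPLA2 enzyme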
PAFAH2 inh: PAFAH2 (human) inhibition. Q99487. recombinant PAFAH2, FP-rhodamine activity probe, fluorescence polarization. inhibition, % at 3.39 µM. hit rate 0.99% among 340,000;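 active = inhibition above the mean over all tested compounds plus 3 SD, cut at about 30% in these data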;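 also: inhibitors block probe labeling of enzyme so polarization drops; 0% = enzyme with DMSO and 100% = wells lacking PAFAH2 protein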
LYPLA1 inh: counter-screen for PME1 inhibitors: inhibitors of human LYPLA1 | O75608 | recombinant LYPLA1, FP-Rh probe fluorescence polarization | inhibition, % at 5.9 µM | hit rate 0.16% among 320,000;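 active = inhibition above the mean of all tested compounds plus 3 SD, set per campaign, cut at about 14% in these data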;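 also: inhibitors block serine hydrolase probe labeling of LYPLA1 so polarization falls; 0% = enzyme with DMSO and 100% = wells lacking LYPLA1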
PAD4 FP inh: blocks human protein arginine deiminase 4; hit rate 0.41% among 330,000; AID 485272; Q9UM07; inhibition, % at 6.36 µM; recombinant PAD4, RCA probe fluorescence polarization;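 active = percent inhibition above a cutoff equal to the mean of all tested compounds plus 3 SD, cut at about 15% in these data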;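 also: 0% = PAD4 with RCA probe and DMSO and 100% = probe without PAD4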
* marks the source's active call; other numbers are inactive results; x = no result given. An excerpt. The share of hits here may be higher or lower than overall.

SMILES	PAFAH1B2 FP inh	LYPLA1 inh	GSTO1 inh	PAFAH2 inh	PREPL inh	PAFAH1B3 FP inh	pPAFAH FP inh	PAD4 FP inh	LYPLA2 inh
CCn1c(SCc2ccc(C(=O)Nc3nccs3)cc2)nnc1-c1ccc(NC(C)=O)cc1	3	-1	1	2	13	4	1	1	0
CC1C/C(=N/NC(=O)c2cccc(F)c2)c2ccc(O)cc2C1 (stereo unspecified)	1	-1	-2	-2	2	1	8	1	-3
OC1(c2cn(Cc3ccccc3)nn2)CCCCC1	-1	2	-7	-8	3	0	-1	-2	5
CC(C)C(C(=O)NC(C)(C)C)N1C(=O)c2ccccc2C1=O (stereo unspecified)	-4	-5	0	-5	7	3	-9	-3	-1
O=C(COC(=O)c1ccc(O)cc1)NCc1ccc2c(c1)OCO2	4	-3	3	14	-5	0	1	-5	-6
Cc1cccc(-n2ccc(=O)c(C(=O)Nc3ccc(S(=O)(=O)Nc4nccc(C)n4)cc3)n2)c1	5	-3	6	-1	-5	-3	0	-1	-1
COc1ccc(C(C)C)cc1S(=O)(=O)N1CCN(C)CC1	5	2	6	3	-10	-6	-4	3	-6
O=[N+]([O-])c1cc(S(=O)(=O)N2CCCC2)ccc1NN=C1CCCC1	3	1	0	-4	-5	-3	4	-3	3
COc1cc(SC#N)ccc1N=Cc1c(C)[nH]n(-c2cccc3ccccc23)c1=O	x	1	9	x	8	x	11	31*	-3
OCc1ccccc1SSc1ccccc1CO	x	2	21	x	19	x	-1	48*	-1
COc1ccc2c(=O)c3c(=O)n(Cc4ccco4)c(-c4ccccc4)nc3oc2c1	-4	-5	-12	5	1	-3	10	-5	-10
CCOC(=O)Cc1ncccc1C(=O)Nc1ccc(OC)cc1	4	-1	24	8	1	3	2	-5	5
CN(CC(=O)OCC(=O)NC1CCCC1)S(=O)(=O)c1ccc(Cl)cc1	10	x	x	6	20	1	19	-2	x
CCOC(=O)Nc1c(C(=O)OC)[nH]c2cccc(OC)c12	0	0	6	3	5	4	2	1	3
O=C(CN1C(=O)NC(c2ccccc2)(c2ccccc2)C1=O)NCc1cccs1	-1	-3	x	7	-16	6	4	1	4
COCCN(C(=O)CCCC(=O)Nc1ccccn1)C(C(=O)NC1CCCCC1)c1ccc(C)cc1 (stereo unspecified)	4	-3	4	4	-8	-2	1	1	-6
Cc1cc(NC(=O)CSC2=NS(=O)(=O)c3cc(F)ccc3N2)no1	4	7	6	3	-15	-6	1	4	11
COc1ccc(CNc2nc(NCc3ccc(OC)cc3)c3[nH]cnc3n2)cc1	3	-3	1	10	10	5	5	2	-1
COC(=O)c1cc2c(cc1Cl)SC(=NCCCN1CCOCC1)NS2(=O)=O	5	-5	-7	-4	2	-4	3	2	-3
Cc1ccc(CNC(=O)C2CCCCC2C(=O)O)cc1 (stereo unspecified)	7	1	-2	-4	-14	5	3	-1	3
Cc1ccc(Oc2ccccc2NC(=O)CSCC(=O)Nc2cc(C)on2)cc1	4	1	10	-4	-14	3	0	1	-2
COc1ccc(-n2c(C)cc(C(=O)COC(=O)Cn3cnc4ccccc43)c2C)cc1	0	-2	4	11	10	-2	4	1	2
Cc1cccc(-n2nc3c(c2NC(=O)C(C)C)CSC3)c1	0	-5	2	4	1	2	3	1	-8
Clc1ccc(-c2csc(N3CCN(c4ccccc4)CC3)n2)cc1	5	4	-1	-6	3	6	1	5	10
O=C(O)/C=C/c1ccc(S(=O)(=O)Nc2cccnc2)cc1	-2	-1	1	-4	-3	10	-2	2	-3
Cc1cccc(C(=O)NNC(=S)NC(=O)c2ccccc2)c1	7	2	-3	0	22	6	5	1	4
O=S(=O)(NC1CCCCCCC1)c1ccccc1	11	-2	-5	3	-7	2	6	-2	-2
CC(C)C(=O)Nc1ccc(C(=O)N/N=C/c2cc(Br)cc(Br)c2O)cc1	13	-6	-4	20	14	19	5	-8	-10
CCC(C)(C)n1nnnc1C(C(C)C)N(CCN1CCOCC1)Cc1cc2cccc(C)c2[nH]c1=O (stereo unspecified)	0	0	-1	-3	15	5	1	-1	3
CC1=C(C(=O)OCc2ccccc2)C(c2ccc(C(F)(F)F)cc2)NC(=O)N1CCCCCC(=O)O (stereo unspecified)	-1	-1	3	-1	27	-2	14	-2	1
O=C(O)c1cc(Cl)c2c(c1)[C@@H]1C=CC[C@@H]1[C@H](c1ccc(S(=O)(=O)N3CCOCC3)cc1)N2	2	-1	24	41*	11	4	46*	5	-1
Cc1ccc(NCCC(=O)c2cccs2)cc1Cl	1	-3	-3	6	15	6	7	-2	-2
CCOC(=O)C1CCN(S(=O)(=O)c2cc(Br)cc3c2N(C(=O)C2CC2)CC3)CC1	7	-1	-2	-14	-7	-6	4	1	4
COC(=O)c1ccc(N2C(=O)CC(SCC(=O)Nc3ccc(OC)cc3)C2=O)cc1 (stereo unspecified)	2	-1	13	3	-9	-1	-1	1	-5
COc1ccc(S(=O)(=O)N2CCOCC2)cc1NC(=O)CSc1n[nH]c(C(C)C)n1	-6	-2	-4	7	3	0	2	3	-4
Cc1ccc(O)c(NC(=O)c2cc([N+](=O)[O-])ccc2Cl)c1	0	-2	-2	-4	3	1	-3	1	-3
CCOC(=O)c1sc(=NC(=O)c2cccs2)n(C)c1C	0	3	5	-7	-9	0	-2	4	4
CC1CCCCC1NC(=O)COC(=O)c1ccccc1NC(=O)c1ccco1 (stereo unspecified)	-2	-3	0	5	-4	-3	1	2	-7
CC(C)C(=O)N1CCN(c2ccc(NC(=O)c3cccs3)cc2Cl)CC1	-1	1	0	1	3	9	2	-4	5
Cc1ccn2cc(-c3cccc(S(=O)(=O)N4CCCCC4)c3)nc2c1	6	-1	-1	7	2	7	2	-1	4
CC(=O)Nc1ccc(NC(=O)C(C)OC(=O)[C@@H]2CCCN2C(=O)c2cccs2)cc1 (stereo partly specified)	4	x	x	-2	9	5	-4	2	x
O=C(Nc1cc(F)cc(F)c1)c1ccc(NCCCN2CCCCCC2)c([N+](=O)[O-])c1	-3	4	-15	2	8	1	0	-4	1
CCCc1nnc(N2C(=O)c3cccc4cccc(c34)C2=O)s1	-2	-2	5	1	9	1	5	1	-5
CCNC(=S)N1CCC(C(=O)c2ccc(Cl)cc2)CC1	-6	-1	-1	2	-10	3	4	-6	3
CCCCS(=O)CC(COc1ccc(Cl)cc1)OC(=O)c1ccccc1 (stereo unspecified)	6	-1	4	0	36	1	2	-3	3
Cc1onc(-c2c(F)cccc2Cl)c1C(=O)NCc1ccc(F)cc1	9	-4	0	-6	8	10	3	-1	-6
O=C(O)CCn1ccnc1-c1ccccc1	5	-6	7	-1	-1	5	5	3	-6
O=C(CSc1nc2[nH]ncc2c(=O)[nH]1)Nc1ccccc1C(F)(F)F	3	0	1	3	-4	4	4	-2	1
CC(=O)NC(=S)Nc1ccc(S(=O)(=O)N(C)Cc2ccccc2)cc1	3	0	5	3	-7	1	0	-3	-1
CC(=O)c1cccc(NC(=O)c2ccc(NS(C)(=O)=O)cc2)c1	3	-1	5	-5	10	10	0	4	0
O=C(NCc1ccc2c(c1)OCO2)c1cccc(Cl)c1	4	2	-8	-10	1	1	4	4	7
COc1ccc(N2CCN(C(=O)c3ccc(-c4ccccc4)cc3)CC2)cc1	-1	1	4	-8	7	5	6	4	34*
Cc1cc(C)c(NC(=O)CSc2ccc3nnc(CCNC(=O)c4ccccc4)n3n2)c(C)c1	-2	-1	2	-3	-4	2	5	0	-9
COc1ccccc1N1CCN(/N=C/C=C/c2ccccc2[N+](=O)[O-])CC1	1	3	5	8	14	2	6	0	8
COc1ccc(N2CCN(CC(O)COc3ccc(C)cc3C)CC2)cc1 (stereo unspecified)	5	-2	8	4	9	2	-2	5	-1
CC(C)N(CCC(=O)c1ccc2ccccc2c1)Cc1ccccc1	-3	-4	0	-2	-19	19	2	4	-7
COc1ccc(NC(=O)C2CCCN2S(=O)(=O)c2cccc3nsnc23)c(OC)c1 (stereo unspecified)	0	2	-5	-3	13	8	2	-1	5
CCN(Cc1ccccc1)C(=S)NC(=O)c1ccccc1Br	7	0	5	2	-9	1	4	-4	-8
COc1ccc(NC(=O)CNC(=O)N2CC(=O)Nc3ccccc32)cc1OC	3	-4	-5	2	8	15	4	-1	2
O=C(C1=C[C@H](c2ccc3c(c2)OCO3)C[C@H](OCCCCO)O1)N1CCOCC1	5	3	4	-2	16	7	0	1	-2

The list continues.
SMILES	PAFAH1B2 FP inh	LYPLA1 inh	GSTO1 inh	PAFAH2 inh	PREPL inh	PAFAH1B3 FP inh	pPAFAH FP inh	PAD4 FP inh	LYPLA2 inh
CC(C)OC(=O)c1ccc2nc3ccccc3nc2c1	1	6	0	0	8	8	7	1	1
Cc1[nH]c2ccccc2c1C(=O)COC(=O)c1nccnc1N	2	1	x	6	0	8	2	-2	0
CSc1nc(N2CCN(c3ccccc3Cl)CC2)c2ccccc2n1	1	-4	2	1	6	0	1	-4	0
CCOC(=O)CCCN1CC(O)=C(c2nc(-c3ccc(Cl)cc3)cs2)C1=N	0	-1	3	15	23	5	13	-5	0
COCCN(CCOC)C(=O)c1ccc(NS(=O)(=O)c2ccc3[nH]c(=O)[nH]c3c2)cc1	-2	0	-5	-1	12	3	-4	-3	-3
O=C(C1CC(=O)N(c2ccc(F)cc2)C1)N1CCOCC1 (stereo unspecified)	-1	-7	-2	-12	-1	1	7	-4	-8
CCOc1ccc(NC(=O)C2CCCN(S(C)(=O)=O)C2)cc1 (stereo unspecified)	-2	3	1	-4	-4	6	4	6	0
CN(C(=O)CS(=O)(=O)Cc1ccccc1Cl)c1ccccc1	0	2	2	14	-4	-4	-3	-9	1
CCCCn1c(N)c(N(CC(C)C)C(=O)C2CCN(S(=O)(=O)c3ccc(Cl)cc3)CC2)c(=O)[nH]c1=O	14	-2	0	5	8	7	-3	0	-3
COc1ccc(OC)c(-c2cc(C(=O)NCc3ccco3)no2)c1	-2	-5	-5	5	2	2	3	-1	12
CCCCn1c(N)c(N(CCOC)C(=O)C2CCN(C(=O)c3ccccc3C)CC2)c(=O)[nH]c1=O	-4	2	0	0	-5	2	5	-2	0
Cc1nc(NC(=O)COC(=O)c2ccc(CO)cc2)c(Cl)cc1Cl	-1	x	x	44*	9	7	-1	1	x
CCN1C(=O)C(CC(=O)Nc2c(C)cccc2C)SC1=Nc1ccc(S(N)(=O)=O)cc1 (stereo unspecified)	2	2	1	-1	4	3	4	4	5
COc1ccc(S(=O)(=O)N(C)CC(=O)NCc2ccccc2)cc1OC	3	-2	-4	-2	7	-6	3	1	-5
COc1cc2cnc(-c3ccsc3)cc2cc1OC	8	x	x	-2	21	11	3	3	x
COc1ccc(NC(=O)c2ccc3c(c2)C(=O)N(CC2CCCO2)C3=O)c(OC)c1 (stereo unspecified)	5	3	0	-10	3	2	-2	0	7
CN1CCN(NC(=O)NC2CCCCC2)CC1	6	3	2	0	0	-1	5	0	-2
Cc1cc(=O)[nH]c2ccccc12	6	-3	4	-1	5	8	-8	-4	-5
Cc1ccc(-c2csc(=S)[nH]2)cc1	7	-2	-2	8	1	5	16	1	6
